RAD54 branch: blocks human RAD54 Holliday junction branch migration | hit rate 0.14% among 360,000 | inhibition, % at 10.4 µM | FAM/BHQ fluorescence | AID 602329 | Q92698;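 active = mean normalized replicate activity at least 40 and at least half of replicates scoring 40 or more; inconclusive = only one of the two criteria met; inactive = mean below 40 and under half of replicates reaching 40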;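 note: 0% = median of neutral control wells and 100% = median of positive control wells; inhibitors cause a drop in the FAM fluorescence signal; in these data hits start at about 50%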
S100A4 inh HTS: blocks human S100A4 binding to myosin IIA peptide; hit rate 0.14% among 360,000; P26447; AID 652163; inhibition, % at 10.7 µM; S100A4/TAMRA-MyoIIA peptide fluorescence polarization;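 active = mean inhibition of at least 70% across replicates, with every replicate also reaching that level; inconclusive = mean inhibition reaches 70% but some replicates fall short; inactive = mean inhibition below 70%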
Target sequence (P26447 whole entry, looked up): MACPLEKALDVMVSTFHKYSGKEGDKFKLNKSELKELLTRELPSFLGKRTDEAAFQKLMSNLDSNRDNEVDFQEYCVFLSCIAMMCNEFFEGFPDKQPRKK
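Material: S100A4 monomer protein / Buffer or medium: 50 mM HEPES pH 7.2, 10 mM CaCl2, 100 mM KCl / Times: 5 min incubation before reading / Benchmarks: neutral control DMSO, positive control TFP / Reagent: labelled myosin peptide probe, 5 nM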
Xi reactivation: reactivates the inactive X chromosome in mouse fibroblasts; XiGFP mouse fibroblasts, % GFP-positive cells imaging, 3 d; cells co-treated with 5-aza-dC sensitizer; scaled so ellipticine positive control = 100%; activation, % at 7.58 µM; hit rate 0.055% among 360,000; AID 743238;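 active = mean normalized replicate activation at least 10% and every replicate at or above 10%; inconclusive = only one of the two criteria met; inactive = mean below 10% and not all replicates reach 10%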;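 note: 0% = median of on-plate neutral control wells and 100% = ellipticine 6 µM median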
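System: XiGFP fibroblasts, SV40-immortalized. Medium: DMEM plus 5-aza-dC sensitizer. Doses: single point. Timing: 3 d treatment, 15 min room-temperature fixation. Control set: ellipticine 6 µM.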
RAD52 inh: blocks human RAD52 DNA annealing; P43351; recombinant RAD52 DNA annealing, FRET fluorescence; inhibition, % at 18.7 µM; hit rate 0.46% among 360,000;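 active = every replicate showing at least 50% inhibition; inconclusive = mean inhibition at least 50% but not in every replicate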
ERp5 inh: blocks human ERp5 reductase activity on insulin; Q15084; ERp5 insulin aggregation, absorbance 650 nm, 90 min; inhibition, % at 9.99 µM; hit rate 0.05% among 350,000;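 active = mean replicate inhibition above about 25%, with every replicate also reaching it, limit read from the data, passing the limit was not always enough; inconclusive = only one of those two criteria met; inactive = neither criterion met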
ERAP1 inh: inhibitors of human ERAP1 aminopeptidase. inhibition, % at 10.7 µM. hit rate 0.15% among 340,000. recombinant ERAP1, Leu-AMC fluorescence, 60 min;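 active = mean replicate inhibition of at least 30%, or all replicates individually reaching that 30% level; inactive = mean below 30% and not every replicate reaching it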;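 note: 0% = neutral control wells and 100% = L-leucinethiol positive control wells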
Target sequence (Q9NZ08 whole entry, looked up): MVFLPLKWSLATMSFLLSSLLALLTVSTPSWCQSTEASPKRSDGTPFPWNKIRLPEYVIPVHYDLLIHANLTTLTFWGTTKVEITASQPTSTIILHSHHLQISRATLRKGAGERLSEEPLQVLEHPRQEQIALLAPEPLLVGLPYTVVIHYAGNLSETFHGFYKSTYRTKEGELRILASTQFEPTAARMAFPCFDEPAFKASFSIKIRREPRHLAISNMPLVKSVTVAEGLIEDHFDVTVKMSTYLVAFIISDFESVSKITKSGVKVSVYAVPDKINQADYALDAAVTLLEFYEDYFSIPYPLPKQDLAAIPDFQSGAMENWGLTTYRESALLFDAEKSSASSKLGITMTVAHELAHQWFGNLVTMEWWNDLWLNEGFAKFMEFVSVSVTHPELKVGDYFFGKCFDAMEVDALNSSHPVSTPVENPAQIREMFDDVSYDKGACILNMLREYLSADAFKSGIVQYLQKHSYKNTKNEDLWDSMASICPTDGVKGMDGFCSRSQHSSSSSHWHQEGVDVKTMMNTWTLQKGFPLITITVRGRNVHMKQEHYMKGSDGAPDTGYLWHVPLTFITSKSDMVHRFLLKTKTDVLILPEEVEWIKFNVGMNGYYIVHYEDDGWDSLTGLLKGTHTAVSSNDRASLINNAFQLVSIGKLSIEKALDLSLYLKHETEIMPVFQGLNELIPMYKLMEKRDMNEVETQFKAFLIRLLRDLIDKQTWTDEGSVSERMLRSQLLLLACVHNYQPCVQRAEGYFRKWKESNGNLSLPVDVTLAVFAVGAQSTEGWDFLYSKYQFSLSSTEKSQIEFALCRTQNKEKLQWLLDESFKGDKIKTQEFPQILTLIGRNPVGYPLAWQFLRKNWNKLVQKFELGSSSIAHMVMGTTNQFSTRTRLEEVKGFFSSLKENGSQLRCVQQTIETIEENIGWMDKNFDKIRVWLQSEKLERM
E-selectin induc: induces E-selectin expression in human endothelial cells; P16581; HUVEC E-selectin immunofluorescence imaging; normalized: neutral wells 0, TNF-alpha wells 100; activation, % at 7.58 µM; hit rate 0.37% among 260,000;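 active = mean E-selectin-positive cell signal at least 10% of the positive control, reached in at least 60% of replicates, without over 20% cell loss; inconclusive = no rule given, readout overlaps actives, possibly toxicity-flagged; inactive = the rest, including those meeting only one limit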;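 note: in these data hits start at about 27%; measured in HUVEC primary endothelial cells; signal is the percent of cells scored E-selectin positive by PE staining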
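assay system = HUVEC, human umbilical vein endothelial cells | input = 3,000 HUVEC seeded per well | medium = EGM-2 growth medium on 0.1% gelatin-coated wells | dosing = one compound dose added by pin transfer | signal = immunofluorescence imaging | read-out basis = % PE-positive cells | control set = TNF-alpha, DMSO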
esBAF inh: SWI/SNF esBAF complex inhibition; mouse ES cells, Bmi1-luciferase knock-in reporter, 24 h; 100% = twice the neutral-well signal; reporter increase, % at 12.5 µM; hit rate 2% among 350,000; in the data active = activation above about 40%; inconclusive = no clear call, values can overlap the other calls;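 note: 0% = median of the plate's neutral control wells and 100% = double that signal; a rise in the Bmi1 reporter signal indicates esBAF inhibition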
An asterisk follows results filed as active; ? = inconclusive; · = not tested or not shown.

SMILES | RAD54 branch | S100A4 inh HTS | Xi reactivation | RAD52 inh | ERp5 inh | ERAP1 inh | E-selectin induc | esBAF inh
O=C(CSC1=NC2(CCCCC2)N=C1c1ccccc1)Nc1ccc2c(c1)OCCO2 | 1.9 | -2.5 | 0.2 | -3.6 | 5.0 | 1.3 | 0.0 | -20.2
CCC(=O)N1[C@@H](CO)[C@@H](c2ccccc2)[C@@H]1CN(CC)C(=O)c1cccc(F)c1 | 5.2 | 2.2 | 0.2 | -25.8 | -3.6 | -1.5 | 0.0 | -0.1
CCN(CC)C(=O)CC(c1ccc(N(C)C)cc1)c1c(OC)cc(OC)c2ccc(=O)oc12 (configuration not stated) | 6.0 | -1.6 | 0.1 | -22.4 | 0.0 | -3.5 | -0.2 | 1.4
O=C(CNS(=O)(=O)c1ccc(Br)s1)NCc1ccccc1 | 0.5 | -1.1 | 0.2 | -8.6 | 3.7 | -0.4 | · | -2.3
CNC[C@H]1OCCCC[C@@H](C)Oc2ccc(NC(=O)Nc3ccc4c(c3)OCO4)cc2C(=O)N([C@H](C)CO)C[C@H]1C | 13.0 | 5.0 | -0.8 | -14.5 | -1.9 | 1.3 | -0.1 | -5.3
O=C(Cc1ccccn1)NCC[C@@H]1CC[C@H](NS(=O)(=O)c2ccc(F)cc2)[C@H](CO)O1 | 1.8 | -12.3 | -0.1 | -16.9 | 0.1 | -0.5 | -1.9 | 1.6
C(=NN1CCCCCC1)c1cccc2ccccc12 | 13.6 | -1.6 | 0.0 | -49.1 | 1.7 | 3.8 | -1.0 | 22.8
CCOC(=O)c1c(NC(=O)c2ccccc2)sc2c1CCc1ccccc1-2 | 4.7 | 6.1 | 0.0 | -10.8 | -0.7 | 2.5 | 1.4 | -7.5
CCn1c(SCC(=O)Nc2ccc(OC)cc2)nc2c(c1=O)SCC2 | 7.6 | 0.7 | 0.0 | -13.4 | 3.7 | -2.3 | 2.2 | 0.1
Cc1cc(Nc2cccc(C)c2C)n2nc(C)nc2n1 | 10.8 | -1.0 | 0.2 | 0.0 | -0.5 | -2.0 | 1.1 | 1.2
CN(CC1COc2ccccc2O1)C(=O)CCNS(=O)(=O)c1ccc(F)c(Cl)c1 (configuration not stated) | 1.8 | -1.5 | 0.5 | -2.7 | 5.4 | -0.3 | 0.1 | -4.4
O=C1NC(=S)N(C(=O)c2ccc(F)cc2)/C1=C/c1ccccc1 | 3.5 | 15.8 | 0.2 | -29.5 | -3.5 | 1.2 | · | 17.1
Cc1ccccc1-c1nnc(NC(=O)c2ccc(N3C(=O)CCC3=O)cc2)s1 | 6.1 | 0.7 | 0.0 | -15.0 | 9.9 | 7.0 | 2.4 | 0.9
COc1ccc(C)cc1Nc1n[n+](-c2ccccc2)c(-c2c(Cl)cccc2Cl)s1 | · | -7.7 | 0.0 | 16.5 | 6.9 | -1.9 | · | ·
CC(C)CCC1(C)NC(=O)N(CC(=O)NCC(=O)Nc2ccc(F)c(F)c2F)C1=O (configuration not stated) | 1.0 | 0.5 | 0.0 | -24.1 | 1.1 | -0.4 | -0.3 | 12.7
C[C@H](NC(=O)C[C@@H]1CC[C@@H](NC(=O)C2CCC2)[C@@H](CO)O1)c1ccccc1 | 5.6 | 7.1 | -0.1 | 10.5 | 4.0 | 2.6 | -0.6 | -3.4
CCN1C[C@@H]2[C@@H]3C(=O)N(C)C(=O)[C@@H]3[C@](C)(C1=O)N2C(=O)c1ccccc1 | -5.9 | 1.5 | -0.1 | -14.6 | 3.6 | 0.5 | 0.3 | 11.8
Cn1c(N)c(C(=O)COC(=O)CSc2cccc3cccc(Cl)c23)c(=O)n(C)c1=O | · | -2.8 | 0.0 | -15.2 | -0.3 | 1.0 | 0.9 | ·
CC(=O)Nc1ccc2c(c1)C(=O)N(C)[C@H]1CC[C@H](CC(=O)NCC3CC3)O[C@@H]1CO2 | 3.2 | -0.7 | 0.0 | 0.9 | 90.7* | -0.3 | 0.0 | -2.4
CC(C)C#Cc1cnc2c(c1)C(=O)N([C@@H](C)CO)C[C@H](C)[C@@H](CN(C)Cc1ccccc1)O2 | -11.2 | -8.6 | -0.4 | 3.0 | -2.1 | -2.4 | -2.3 | -4.1
CCc1ccc(CN2CCC(n3nccc3NC(=O)c3ccccc3OC)CC2)o1 | -4.1 | -1.5 | 0.2 | -19.9 | -0.4 | -1.2 | 0.3 | 1.4
COc1ccc(C(=O)Nc2ccc3oc(-c4cccc(F)c4)nc3c2)cc1OC | -7.4 | 1.1 | ? | -12.4 | 5.5 | 3.3 | 0.0 | -1.6
Cc1cc(NC(=O)C2CC(=O)N(c3ccc(Cl)cc3)C2)no1 (configuration not stated) | -2.9 | 2.7 | 0.0 | -12.9 | -2.4 | 0.3 | 0.3 | 0.0
CNC[C@@H]1OCCCC[C@@H](C)Oc2ccc(NC(=O)Nc3c(C)noc3C)cc2C(=O)N([C@H](C)CO)C[C@H]1C | -8.7 | -17.9 | -1.1 | -101.8 | 0.7 | -0.2 | 0.1 | 0.2
CNC(=O)c1ccc(NC(=O)c2ccc3c(=O)n4c(nc3c2)CCC4)cc1 | -0.2 | 1.4 | 0.1 | -14.1 | -3.1 | 10.0 | -1.1 | -3.5
Cc1cc(N2C(=O)NC(=O)CC2C)c(C)cc1C(C)C (configuration not stated) | 3.0 | 1.6 | 0.0 | 5.4 | 17.3 | 0.0 | · | ·
Cc1ccc2c(C)nc(Nc3nc(CSc4nc5ccccc5[nH]4)cc(=O)[nH]3)nc2c1 | -3.2 | 3.2 | · | 6.9 | 2.1 | -4.0 | · | -18.8
CO[C@@H]1CN(C)C(=O)c2ccc(NS(C)(=O)=O)cc2OC[C@@H](C)N(CC2CC2)C[C@H]1C | 8.5 | -2.1 | 0.2 | -4.7 | 1.3 | -4.6 | -0.1 | -4.3
O=C(OCC(=O)N1CCOCC1)c1cccc(S(=O)(=O)Nc2ccc(F)cc2)c1 | -2.1 | -0.3 | 0.0 | -7.0 | -5.7 | 1.9 | · | -5.0
O=C(COC(=O)/C=C/c1ccc(OC(F)F)cc1)Nc1cccc(S(=O)(=O)N2CCOCC2)c1 | -12.3 | 0.7 | 0.0 | -5.2 | -5.4 | 3.4 | -0.2 | -4.1
CC(C)c1ccc(OCC(O)CNC(C)c2ccccc2)cc1 (configuration not stated) | 4.3 | -3.3 | 0.1 | 8.8 | 1.2 | 1.1 | 0.1 | -5.3
O=C(c1ccco1)N1CCN(CC(O)COc2ccc(Br)cc2)CC1 (configuration not stated) | 5.3 | -0.7 | 0.0 | -8.6 | -0.5 | -5.1 | 0.3 | -0.6
CC(C)(C)OC(=O)CN1C(=O)NC2(CCCc3ccccc32)C1=O (configuration not stated) | -0.1 | -0.7 | 0.3 | 0.1 | -2.6 | 7.3 | 0.0 | -9.1
COc1ccc2cc3c(N)nn(C(=O)c4ccc(Cl)c([N+](=O)[O-])c4)c3nc2c1 | -21.7 | 33.0 | 0.0 | -8.7 | 4.8 | 0.8 | · | ·
CC(C)CC#Cc1cnc2c(c1)C(=O)N([C@@H](C)CO)C[C@H](C)[C@H](CN(C)C(=O)c1cnccn1)O2 | 4.7 | 6.6 | 0.2 | 10.4 | -0.3 | -3.1 | 3.1 | -1.0
COc1ccc(CCNC(=O)c2cccc(S(=O)(=O)N3CCCCC3)c2)cc1 | -0.1 | 1.8 | -0.3 | -5.7 | 1.3 | -0.8 | -1.5 | 5.2
CN(C)C(=O)c1ccc(-c2ccc([C@@H]3[C@H](C#N)N(S(C)(=O)=O)[C@H]3CO)cc2)cc1 | -4.8 | 3.7 | 0.0 | -6.4 | -4.1 | -0.5 | 0.3 | -7.0
COc1ccc(C(=O)N/N=C\C(C)=C\c2ccccc2)cc1OC | -2.1 | -7.7 | 0.1 | -9.4 | -6.4 | · | 0.1 | 4.4
C[C@H]1CNC(=O)c2c(C(=O)NC3CCN(C(=O)OC(C)(C)C)CC3)ncn21 | 2.7 | -5.5 | 0.0 | -7.1 | -0.1 | · | -6.1 | -13.5
O=c1c(=O)n2c(nn1Cc1ccc(F)cc1)sc1ccccc12 | 1.5 | -2.4 | 0.1 | -1.6 | 3.7 | -0.2 | -0.3 | ·
COc1ccc(-c2noc(C3CCCN(C(=O)Nc4ccccc4F)C3)n2)cc1 (configuration not stated) | · | 9.5 | 0.0 | -14.7 | -10.0 | -4.0 | -0.1 | ·
C[C@@H](O)C#Cc1ccc([C@@H]2[C@H]3CN(CC4CCOCC4)CCCCN3[C@H]2CO)cc1 | 0.1 | -2.1 | -0.1 | -15.1 | 4.4 | 2.2 | -0.3 | ·
Cc1cc(C)c(-c2csc(NC(=O)c3n[nH]c(=O)c4ccccc34)n2)c(C)c1 | · | 10.0 | 0.0 | -17.6 | 6.6 | 8.9 | · | ·
Cc1ccc(C23CC4CC(CC(CN)(C4)C2)C3)cc1 | · | 0.9 | -0.2 | 4.5 | 4.7 | 2.3 | · | ·
CC(C)(O)C#Cc1ccc([C@H]2[C@H]3CN(C(=O)c4cccc(F)c4)CCCCN3[C@H]2CO)cc1 | -2.0 | 8.4 | 0.3 | -39.1 | -2.0 | 3.6 | 0.5 | ·

Only S100A4 inh HTS (three entries from above):
SMILES | S100A4 inh HTS
O=c1c(=O)n2c(nn1Cc1ccc(F)cc1)sc1ccccc12 | -2.4
Cc1cc(C)c(-c2csc(NC(=O)c3n[nH]c(=O)c4ccccc34)n2)c(C)c1 | 10.0
CN(C)C(=O)c1ccc(-c2ccc([C@@H]3[C@H](C#N)N(S(C)(=O)=O)[C@H]3CO)cc2)cc1 | 3.7

(further entries)
SMILES | RAD54 branch | S100A4 inh HTS | Xi reactivation | RAD52 inh | ERp5 inh | ERAP1 inh | E-selectin induc | esBAF inh
Cc1ccc(NC(=O)COC(=O)C2(CC(=O)NC(C)C)CCCC2)cc1C | -12.2 | -1.7 | -0.5 | -6.3 | -8.1 | -0.2 | · | -2.7
C[C@H]1CN([C@@H](C)CO)C(=O)c2cc(NS(=O)(=O)c3cccs3)ccc2O[C@H]1CN(C)C(=O)NC1CCCCC1 | -11.8 | -9.3 | -1.1 | -16.3 | -0.3 | -4.0 | · | 0.7
COc1ccc(C(CCN2CCOCC2)c2c(OC)cc(OC)c3c(-c4ccccc4)cc(=O)oc23)cc1 (configuration not stated) | 2.9 | -5.3 | 0.1 | 50.6* | 1.0 | · | · | 2.0
C[C@H](O)C#Cc1cnc2c(c1)C(=O)N([C@@H](C)CO)C[C@H](C)[C@@H](CN(C)CC1CCOCC1)O2 | -10.2 | 0.3 | -0.4 | -17.7 | 2.1 | -2.1 | -0.4 | -3.4
O=C(COc1ccc(F)c(Cl)c1)Nc1ccc(N2CCOCC2)cc1 | -15.3 | 9.3 | 0.1 | -5.9 | 0.7 | 0.7 | 0.1 | 3.4
CCCCC(=O)OCc1c(-c2cccc(OC)c2)ncc2ccccc12 | -7.6 | -3.4 | 0.0 | -9.0 | -0.7 | · | 1.3 | 4.2

Assay outcomes: PubChem BioAssay, Broad Institute
